LDHA block: qHTS assay for inhibitors of human lactate dehydrogenase; L-lactate dehydrogenase A chain (Homo sapiens), P00338; purified LDHA, NADH/diaphorase-resazurin fluorescence; stronger effect = lower value; activity change, % (values are at about 110 or 230 µM); actives 0.15% (n = 480,000); in the data active means activity change below about -30%; inconclusive means mostly about -25% to -30%;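 further: plate controls were DMSO wells for no effect and wells without enzyme for full effect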
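Resorufin fluorescence (ex540/em590), read at 0 and 20 min after diaphorase/resazurin addition, reports the NADH left after a 5 min room-temperature reaction of 2 nM human LDH5 with 0.06 mM NADH and 0.2 mM pyruvate.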
D2 ag: HTS Assay for Allosteric Agonists of the Human D2 Dopamine Receptor: Primary Screen for Agonists | HEK293 T-REx D2 cells, calcium flux agonist mode | activation, % at 2 µM | actives 0.53% (n = 340,000) | D(2) dopamine receptor (Homo sapiens), P14416;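 active means activation over 3 SD above normal in the single-dose calcium agonist read, cut at about 30% in these data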; further: 0% is about no effect
Target sequence (P14416 whole entry, looked up): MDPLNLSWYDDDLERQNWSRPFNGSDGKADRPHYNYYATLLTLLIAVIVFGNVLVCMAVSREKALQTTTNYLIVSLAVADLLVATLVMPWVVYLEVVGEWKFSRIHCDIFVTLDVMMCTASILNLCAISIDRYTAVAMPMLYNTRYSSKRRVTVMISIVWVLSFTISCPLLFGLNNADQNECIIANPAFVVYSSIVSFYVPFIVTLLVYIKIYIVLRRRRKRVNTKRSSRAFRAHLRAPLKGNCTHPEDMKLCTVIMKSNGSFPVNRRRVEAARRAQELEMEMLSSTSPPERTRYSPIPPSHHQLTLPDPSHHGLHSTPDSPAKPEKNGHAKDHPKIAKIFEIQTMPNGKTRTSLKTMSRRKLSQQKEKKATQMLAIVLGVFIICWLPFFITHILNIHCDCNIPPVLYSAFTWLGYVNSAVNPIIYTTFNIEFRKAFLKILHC
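Tetracycline-induced HEK293 Trex cells with D2 receptor force-coupled to calcium signaling, plated overnight at 30 C and loaded with no-wash calcium dye. Calcium flux read kinetically for 180 s after compound addition; responses flag agonists.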
Vif-A3G inh: qHTS for Inhibitors of Vif-A3G Interactions: qHTS. DNA dC->dU-editing enzyme APOBEC-3G (Homo sapiens), Q9HC16. HeLa A3G-eYFP + Vif (tagged APOBEC3G with the HIV-1 protein that degrades it), YFP fluorescence, overnight. Potency, µM (top dose mostly 46.1 µM), for the others: top-dose activity, negative = active, usual class: inhibitors. actives 0.076% (n = 410,000). AID 602310, 2012;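 further: potency means the concentration at half of the fitted maximal effect; on the % scale 0 is the no-effect control and ±100 the full control effect; nearly all actives have a fitted effect of over 60% in size; hits raise eYFP signal because A3G escapes Vif-driven loss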
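HeLa cells stably expressing Vif and C-terminally eYFP-tagged A3G, seeded overnight at 37 deg C, then exposed to compound by pintool overnight at 37 deg C. Rise in yellow fluorescence (Ex 488/Em 500-530, Acumen) marks blocked Vif-driven A3G degradation.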
Vif-A3F inh: qHTS for Inhibitors of Vif-A3F Interactions: qHTS. actives 0.2% (n = 390,000). Potency, µM (highest dose often 46.1 µM), without a hit: at the top dose activity, negative = active. HeLa A3F-eYFP + Vif (tagged APOBEC3F with the HIV-1 protein that degrades it), YFP fluorescence increase; further: potency means the concentration at half of the fitted maximal effect; % of control where 0% means no effect; nearly all actives have a fitted effect of over 65% in size
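Fluorescence increase (Ex 488/Em 500-530) after overnight compound treatment at 37 deg C flags inhibition of Vif-driven A3F-eYFP loss in stable HeLa A3F-eYFP/Vif cells seeded overnight beforehand.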
GRP78 ERSR act: qHTS for Inducers of the Endoplasmic Reticulum Stress Response (ERSR) in Human Glioma: qHTS; actives 0.02% (n = 420,000); Potency, µM, without a hit: top-dose activation, usual class: activators; AID 602332, 2012; U87-MG GRP78 promoter luciferase reporter, 16 h; further: potency means the concentration at half of the fitted maximal effect; series mostly up to about 76 µM; % of control where 0% means no effect; nearly all actives have a fitted effect of over 35% in size
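Stably transfected U87-MG human glioma cells carrying a GRP78-based luminescent sensor were seeded at 1000 cells/well, pin-dosed with compounds and incubated 16 h. Luciferase reagent was then added, and end-point luminescence was read after 10 min at room temperature.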
D2 antagonist: HTS Assay for Allosteric Antagonists of the Human D2 Dopamine Receptor: Primary Screen for Antagonists; actives 2% (n = 340,000); HEK293 TREx D2 cells, calcium flux, dopamine EC80; D(2) dopamine receptor (Homo sapiens), P14416; AID 485344, 2010; inhibition, % at 10 µM; in the data active means inhibition above about 30%; further: 0% is about no effect
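Inhibition of EC80 dopamine-driven calcium flux, recorded kinetically, defines activity here; cells are a tetracycline-induced HEK293 T-REx line expressing force-coupled D2.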
ERG Ets-DNA blk: qHTS for Small Molecule Inhibitors of the ERG Ets/DNA interaction; fluorescence polarization, His-ERG Ets domain / labelled DNA; actives 0.028% (n = 370,000); Potency, µM (doses to about 76.9 µM), without a hit: at the top dose FP activity, negative = inhibition, hits mostly inhibitors; Transcriptional regulator ERG (Homo sapiens), P11308; active means well fitted inhibition curve with a large enough effect in the polarisation, with a control signal flat; inconclusive means small, poorly fitted or top-dose-only effect, or effect the other way, or a change in a side signal; inactive means no such curve, though single readings can be large or run the other way; the % refers to the polarisation;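 further: polarization taken with two DNA probes labelled with fluorescein and Texas red; potency means the concentration at half of the fitted maximal effect; % of control where 0% means no effect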
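His-tagged ERG Ets domain (1 uM in the protein solution; 300mM KCl, 50mM Tris-HCl, 1mM EDTA, 1mM DTT, pH 7.5) received compound, then a probe mix of 5 nM fluorescein-DNA and 100nM Texas-615-DNA. Fluorescence polarization was read for both dyes.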
RGS4 inhibitor: Inhibitors of Regulator of G Protein Signaling (RGS) 4: qHTS | Regulator of G-protein signaling 4 (Homo sapiens), P49798 | Transcreener GDP fluorescence polarization, RGS4-accelerated GTP hydrolysis | Potency, µM (titrated, usually from 114 µM), without a hit: at the highest dose activity change, negative = inhibition, usual class: inhibitors | actives 0.039% (n = 390,000); further: potency means the concentration at half of the fitted maximal effect; on the % scale 0 is the no-effect control and ±100 the full control effect; nearly all actives have a fitted effect of over 75% in size; some results filed as inactive show a strong effect at the top dose
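MLSMR compounds (23 nl, pin-transferred) preincubated 10 min at room temperature with a 500nM (2x) first reagent, then RGS4 at 900nM (2x) plus Transcreener GDP mix added; fluorescence polarization (620/688 nm) read before and after 90 min at 30 °C.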
12-LOX inh: Primary qHTS assay for inhibitors of human arachidonate 12S-lipoxygenase (ALOX12): Round 2. purified 12hLO, xylenol orange hydroperoxide absorbance. AID 1671190, 2021. actives 1.1% (n = 580,000). Potency, µM (titrated, usually from 108 µM), for the others: at the top dose activity change, negative = inhibition, hits mostly inhibitors. Polyunsaturated fatty acid lipoxygenase ALOX12 (Homo sapiens), P18054; further: potency means the concentration at half of the fitted maximal effect; on the % scale 0 is the no-effect control and ±100 the full control effect
Target sequence (P18054 whole entry, looked up): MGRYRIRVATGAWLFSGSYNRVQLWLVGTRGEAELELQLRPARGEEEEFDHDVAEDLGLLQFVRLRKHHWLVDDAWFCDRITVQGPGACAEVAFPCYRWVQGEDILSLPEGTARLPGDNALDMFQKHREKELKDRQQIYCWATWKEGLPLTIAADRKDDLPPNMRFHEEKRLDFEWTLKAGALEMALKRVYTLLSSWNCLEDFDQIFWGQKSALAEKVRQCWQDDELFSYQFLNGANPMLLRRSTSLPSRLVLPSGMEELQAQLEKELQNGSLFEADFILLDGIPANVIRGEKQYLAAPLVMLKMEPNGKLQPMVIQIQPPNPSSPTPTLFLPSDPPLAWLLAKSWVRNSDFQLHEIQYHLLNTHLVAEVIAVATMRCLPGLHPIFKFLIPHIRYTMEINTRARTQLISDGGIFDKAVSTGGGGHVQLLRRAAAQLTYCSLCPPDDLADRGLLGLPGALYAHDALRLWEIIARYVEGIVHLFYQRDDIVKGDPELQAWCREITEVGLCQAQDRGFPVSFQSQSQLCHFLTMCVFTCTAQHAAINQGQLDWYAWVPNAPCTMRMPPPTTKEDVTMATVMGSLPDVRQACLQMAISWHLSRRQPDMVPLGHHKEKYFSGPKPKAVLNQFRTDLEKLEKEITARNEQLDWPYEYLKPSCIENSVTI
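Hydroperoxide product was detected by ferrous iron/xylenol orange as the 573 to 405 nm absorbance ratio. Arachidonic acid at 40 uM (final) was turned over for 30 min at room temperature by 150 nM human 12hLO, pH 7.0 Hepes buffer, after 15 min compound preincubation.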
The depositor's hits bear a star; ? = inconclusive; nt = no result given; & = joins results of further samples; [ ] = remark or other dose. Unless noted, the call rests on the fitted dose curve; in most records, active means well fitted curve in the direction sought with a large enough effect; inconclusive means small, poorly fitted or top-dose-only effect, or another doubt; inactive means no such curve, though single readings can be large; an effect the other way counts as inactive or inconclusive. These rows are one share of the data; the hit share may differ from the screen's.

No. | structure | RGS4 inhibitor | ERG Ets-DNA blk | D2 ag | Vif-A3F inh | LDHA block | D2 antagonist | 12-LOX inh | Vif-A3G inh | GRP78 ERSR act
1 | CC(=O)N1CCCC1C(=O)O (configuration not stated) | -9% | -11% | nt | 3% | 1 | nt | 9% | 1% | 1%&-5%
2 | O=C(CS(=O)(=O)c1ccccc1)NC1CCCCC1 | 2% | 3% | 0.5 | -15% | -10 | -9 | -14% | -1% | -4%
3 | CCOC(=O)C1CCCN(Cc2nc(N)nc(Nc3ccccc3)n2)C1 (configuration not stated) | -18% | -3% | 0.3 | -1% | -1 | 46* | 3% | 1% | -10%
4 | CCOC(=O)c1c(NC(=O)C2=C(C)NC(=S)NC2c2ccc(F)cc2F)sc(C)c1C (configuration not stated) | -25% | -13% | 0.1 | 0% | -1 | 0 | 40µM* | 1% | -2%
5 | COc1ccccc1-c1nc(SCC(=O)NCc2ccco2)c2c(=O)n(C)c(=O)n(C)c2n1 | -18% | -7% | nt | -13% | -9 | nt | ? | -8% | -1%
6 | COc1ccc(NC(=O)Nc2ccc(OCC(=O)N3CCOCC3)cc2)cc1OC | -22% | nt | 0.1 | 0% | 8 | 2 | -11% | 0% | -3%
7 | Cc1nn(-c2ccccc2)c2sc(C(=O)N(Cc3ccco3)C(C)C(=O)NC(C)(C)C)cc12 (configuration not stated) | -25% | -2% | 0.4 | ? | -7 | -3 | 0% | -10% | -3%
8 | CCOc1nc2cnccc2n(CC(=O)Nc2c(C)cccc2CC)c1=O | 1% | -7% | -0.1 | -3% | -3 | 2 | 2% | -6% | -2%
9 | Cc1ccc(Cn2c(C)c3cnn(CC(=O)NCc4ccccn4)c(=O)c3c2C)cc1 | -3% | -20% | 0.1 | 1% | 2 | -8 | 43%[activator] | -4% | -3%
10 | CCCC12CN3CC(C)(CN(C1)C3c1ccc(OC(C)C)cc1)C2=O (configuration not stated) | -10% | 7% | 0.2 | 4% | -6 | -8 | -9% | -4% | -4%
11 | CC(Oc1ccc(F)cc1)C(=O)N(Cc1ccccc1)c1c(N)n(Cc2ccccc2)c(=O)[nH]c1=O (configuration not stated) | -10% | 2% | 0.1 | 5% | -3 | 9 | -17% | 0% | -2%
12 | O=C1c2oc3ccc(Br)cc3c(=O)c2C(c2cccc(F)c2)N1CCO (configuration not stated) | -41% | -3% | -0.4 | 1% | -5 | 24 | -16% | -3% | -3%
13 | OCCN1CCN(CC(O)COCC2COc3ccccc3O2)CC1 (configuration not stated) | 17% | 8% | -0.1 | 0% | -2 | 3 | 0% | -5% | -1%
14 | CC(=O)COC(=O)c1cccc(N2C(=O)C3C4C=CC(C4)C3C2=O)c1 (configuration not stated) | 15% | 5% | nt | 0% | 2 | nt | 452%[activator] | 6% | -7%
15 | COc1ccc(OC(=O)CCN2C(=O)C3C4C=CC(C4)C3C2=O)cc1 (configuration not stated) | 14% | 3% | nt | -6% | -6 | nt | 2% | 0% | -5%
16 | CCN1CCCC1CNC(=O)c1ccc2c(c1)NC(=O)/C(=C\c1ccccc1Cl)S2 (configuration not stated) | nt | nt | nt | ? | -2 | nt | ? | -20% | -5%
17 | COCCNc1nc2nonc2nc1N(C)Cc1cccc2cnccc12 | -2% | 1% | 0.1 | -4% | -2 | -14 | ? | 0% | -2%
18 | O=C(CSc1nnc(-c2ccccc2)c(-c2ccccc2)n1)N1CCc2ccccc21 | -4% | 6% | -0.6 | -3% | 2 | 69* | 12% | -4% | 0%
19 | CC1CCC(NC(=O)C2CCN(c3cnccn3)CC2)CC1 (configuration not stated) | -5% | 0% | 0.3 | 5% | -3 | -6 | 0% | 0% | -1%
20 | CCCSc1ccc([C@H]2N[C@@](CC(C)C)(C(=O)OC)[C@H]3C(=O)N(CC)C(=O)[C@@H]23)cc1 | -10% | 5% | nt | 6% | -8 | nt | -9% | -7% | -3%
21 | Cc1cc(C)nc(SCc2nc3nc(C)cc(C)n3c2Br)n1 | 13% | nt | -0.2 | -11% | -13 | 7 | -10% | -3% | -2%
22 | O=C(NCCC1=CCCCC1)C1CCN(C(=O)c2ccc(Br)cc2)CC1 | 10% | 2% | -1.1 | -8% | 40 | -10 | 22% | 0% | -4%
23 | Cc1nc(C)c(C(=O)N(c2ccc(F)cc2)C(C(=O)NCC2CCCO2)c2ccccc2)s1 (configuration not stated) | -20% | 7% | 1.8 | 5% | -1 | -6 | -4% | 0% | -5%
24 | CCOC(=O)c1ccc(NC(=O)[C@@H](NC(N)=O)C(C)C)cc1 | -6% | -3% | -0.9 | -3% | -5 | 0 | 2% | -3% | -5%
25 | O=C(NNC(=O)c1cccc(S(=O)(=O)N2CCCCC2)c1)c1ccccc1 | 31% | -14% | nt | 11% | -3 | nt | -6% | 10% | ?
26 | Cc1ccc(NC(=O)c2ccc(CN3CCc4ccccc4C3)cc2)cc1 | -17% | -1% | 1.0 | 5% | 1 | 17 | 18% | 2% | 3%
27 | CCCOc1ccccc1C1CC(=O)NC(C)=C1C(=O)OCC(C)C (configuration not stated) | 11% | 6% | 0.4 | -21% | -10 | -2 | ? | -3% | -3%
28 | COc1cc(C(=O)OCC(=O)NC(N)=O)cc(CN2C(=O)c3ccccc3C2=O)c1OC | 1% | 13% | -1.1 | -1% | -3 | 9 | ? | 0% | 0%
29 | Cc1cc(C)c(C#N)c(Sc2nnnn2-c2ccccc2)n1 | -13% | 12% | -0.2 | 3% | 3 | 10 | -7% | 4% | -4%
30 | Cc1nc(N=Nc2ccc(O)cc2)n[nH]1 | -14% | 9% | -0.2 | -2% | 0 | 8 | -10% | 1% | -3%
31 | CCOCCCNC(=O)CCSc1ccc(C)cc1 | -12% | -10% | 0.0 | -4% | -5 | -33 | -4% | 6% | -1%
32 | COc1ccc(C2C(=O)N(C3CCCCC3)CC(=O)N2CCc2ccc(C)cc2)cc1OC (configuration not stated) | 13% | -6% | 0.6 | 3% | -1 | nt | ? | -2% | 1%
33 | CC1CCCCN1C(=O)CSc1nc(C2CC2)nc2c1cnn2-c1ccccc1 (configuration not stated) | -50% | nt | 2.5 | -3% | -12 | -8 | ? | -11% | 1%
34 | O=S1(=O)C[C@@H]2N=C(N/N=C/c3ccccc3)S[C@@H]2C1 | -14% | 16% | 0.4 | -28% | 0 | 6 | ? | 3% | -3%
35 | CCN(C[C@H]1N[C@@](C)(C(=O)OC)[C@H]2C(=O)N(C)C(=O)[C@@H]12)C(=O)COc1ccccc1 | 34%[activator] | 12% | nt | 8% | -11 | nt | ? | 1% | -3%
36 | O=C(O)c1n[nH]c2c1CCCCC2 | 21% | 5% | 1.0 | -1% | 3 | 21 | -7% | -1% | -1%
37 | Cc1cccc(CSc2nc3ccncc3n2CC(=O)Nc2cc(C)cc(C)c2)c1 | -6% | -3% | 0.4 | -9% | -17 | -2 | 31%[activator][57.4 µM] | -7% | -3%
38 | Cc1nc2n(COCCO)cnn2c(=O)c1Br | 7%[11.4 µM] | 0% | 0.4 | -6% | 1 | 16 | -12% | 0% | 0%
39 | CCOc1cc(C=O)ccc1OCCn1c([N+](=O)[O-])cnc1C | 10% | 5% | 1.0 | -2% | -3 | 1 | -8% | -1% | 4%

6 of the compounds above, with values under each structure.
Screens in order – RGS4 inhibitor, ERG Ets-DNA blk, D2 ag, Vif-A3F inh, LDHA block, D2 antagonist, 12-LOX inh, Vif-A3G inh, GRP78 ERSR act
27	CCCOc1ccccc1C1CC(=O)NC(C)=C1C(=O)OCC(C)C (configuration not stated)
  11%, 6%, 0.4, -21%, -10, -2, ?, -3%, -3%
28	COc1cc(C(=O)OCC(=O)NC(N)=O)cc(CN2C(=O)c3ccccc3C2=O)c1OC
  1%, 13%, -1.1, -1%, -3, 9, ?, 0%, 0%
29	Cc1cc(C)c(C#N)c(Sc2nnnn2-c2ccccc2)n1
  -13%, 12%, -0.2, 3%, 3, 10, -7%, 4%, -4%
30	Cc1nc(N=Nc2ccc(O)cc2)n[nH]1
  -14%, 9%, -0.2, -2%, 0, 8, -10%, 1%, -3%
31	CCOCCCNC(=O)CCSc1ccc(C)cc1
  -12%, -10%, 0.0, -4%, -5, -33, -4%, 6%, -1%
32	COc1ccc(C2C(=O)N(C3CCCCC3)CC(=O)N2CCc2ccc(C)cc2)cc1OC (configuration not stated)
  13%, -6%, 0.6, 3%, -1, nt, ?, -2%, 1%

Screening data (PubChem BioAssay)
